M1AAP inhibition: P. falciparum M1AAP inhibitors, biochemical, fluorogenic H-Leu-NHMec substrate, 1536-well (AID 1445); recombinant M1AAP, H-Leu-NHMec fluorogenic kinetic assay; higher % means a stronger effect; one-dose inhibition, % at 30 µM; IC50 in µM for titrated hits; 220,000 compounds, 0.42% hits;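 active = primary inhibition above the hit cutoff, then over 50% inhibition at one or more dose response concentrations, cut at about 23% in these data, passing the limit was not always enough; inconclusive = conflicting primary data, or primary hits not chosen for dose response; inactive = low primary inhibition, or under 50% at every dose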;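 also: plate controls were DMSO full reaction for no effect and no enzyme background for full effect; strong numbers were not always called active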
human PMI inhibitors: human PMI inhibitors, high substrate, primary screen, biochemical, fluorescence intensity, high mannose 6-phosphate (AID 1220). inhibition, % at 20 µM, or IC50 in µM where a hit was titrated. Mannose-6-phosphate isomerase (Homo sapiens). 190,000 compounds, 0.66% hits. recombinant PMI enzyme, coupled fluorescence intensity; higher % means a stronger effect; in the data active = inhibition above about 50%
SIAH1 antagonists: Siah-1 peptide-binding antagonists, primary screen, biochemical, fluorescence polarization, rhodamine-plectin, uHTS (AID 1817). displacement, % at 20 µM, or IC50 in µM where a hit was titrated. Siah-1 / rhodamine-plectin peptide fluorescence polarization; higher % means a stronger effect. E3 ubiquitin-protein ligase SIAH1 (Homo sapiens). 290,000 compounds, 0.02% hits;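 active = displacement of at least 50% at 20 µM, with a fluorescence ratio check between 0.3 and a set limit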;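 also: plate controls were Siah plus tracer with DMSO for no effect and tracer alone without Siah for full effect; strong numbers were not always called active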
West Nile antiviral: West Nile virus antiviral activity, cell-based, CPE readout (AID 1621); West Nile virus-infected cells, CPE inhibition; higher % means a stronger effect; CPE inhibition, % at 10 µM; hits with a dose series show IC50 in µM; 290,000 compounds, 0.02% hits; in the data active = a potency from the dose series; inconclusive = CPE inhibition mostly from about 3.7% at the one dose, without a potency; inactive = the rest, 99 in 100 with CPE inhibition below about 2.2%; also: strong numbers were not always called active
PhoP inhibition: inhibitors of PhoP regulon expression, primary screen, Salmonella Typhimurium, GFP reporter (AID 1863) | 300,000 compounds, 0.16% hits | one-dose inhibition, % at 50 µM; IC50 in µM for titrated hits | S. Typhimurium PhoP-regulated promoter GFP reporter, 4 h; higher % means a stronger effect;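 active = inhibition over 29.93%, a cutoff 3 SD above the screen mean, later confirmed by dose response; inconclusive = inhibition over 29.93% but no dose response follow-up; inactive = inhibition at most 29.93% or unconfirmed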;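 also: 0% = low Mg2+ inducing control and 100% = high Mg2+ repressing control; strong numbers were not always called active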
M17LAP inhibition: P. falciparum M17LAP inhibitors, primary screen, biochemical, fluorogenic H-Leu-NHMec substrate, 1536-well (AID 1619); Leucine aminopeptidase (Plasmodium falciparum (isolate 3D7)); 220,000 compounds, 0.38% hits; recombinant M17LAP, H-Leu-NHMec fluorogenic kinetic assay; higher % means a stronger effect; one-dose inhibition, % at 30 µM; IC50 in µM for titrated hits;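 active = compound inhibiting the enzyme by more than half at any dose during confirmatory dose-response retesting; inconclusive = strong single-dose inhibitors picked by rank but not retested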;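 also: plate controls were full reaction with DMSO carrier for no effect and no enzyme background for full effect; strong numbers were not always called active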
Yfh1-depleted yeast: enhancers of respiration in Yfh1-depleted yeast, dose response, Friedreich's ataxia, plus single-dose screen (AID 1465); fold induction at 50 µM; hits with a dose series show EC50 in µM; 220,000 compounds, 0.074% hits; S. cerevisiae Yfh1-off respiration, WST-1 reduction, 72 h; higher fold induction means a stronger effect;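 active = fold induction of absorbance versus untreated yeast above a set limit, then at least 30% activation at any dose in follow-up; inconclusive = repeats straddling the limit, or above it without dose testing; inactive = fold induction below the set limit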;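 also: activators that raise dye reduction in frataxin-depleted yeast; strong numbers were not always called active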
XIAP antagonists: XIAP antagonists, biochemical, IAP family, fluorescence polarization (AID 1018). E3 ubiquitin-protein ligase XIAP (Homo sapiens). XIAP BIR domain, fluorescence polarization peptide displacement; higher % means a stronger effect. displacement, % at 20 µM; hits with a dose series show IC50 in µM. 200,000 compounds, 0.007% hits; in the data active = displacement above about 50%; also: a part of the inactive calls stands beside numbers as strong as those of hits
ER stress rescue: rescue of cells from ER stress-induced death, primary screen, 384-well, CSM14.1, thapsigargin, ATP luminescence (AID 1222); CSM14.1 thapsigargin-induced death rescue, ATP luminescence; higher % means a stronger effect; cellular ATP content (survival), % at 20 µM; hits with a dose series show EC50 in µM; 190,000 tested, under 10 active;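 active = EC50 below 50 µM in the dose-response confirmation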;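 also: death triggered by thapsigargin at about 15 µM added after 2 h compound pretreatment; cell ATP read after overnight thapsigargin exposure of roughly 18 to 22 hours; normalized against plate controls of thapsigargin alone and 5% DMSO vehicle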
Starred values were filed as active, the others as inactive; i = inactive; ? = inconclusive; · = not tested or not shown.

nr	SMILES	M1AAP inhibition	human PMI inhibitors	SIAH1 antagonists	West Nile antiviral	PhoP inhibition
1	O=C(CSc1nc(-c2ccccc2)cc(=O)[nH]1)Nc1ccccn1	1%	0%	-4%	0.0%	-6%
2	Cc1c(C(=O)OCC(=O)N2CC(=O)Nc3ccccc32)oc2ccc(Br)cc12	-1%	-12%	-5%	·	4%
3	CCOc1ccc(Br)cc1S(=O)(=O)Nc1cccc(S(=O)(=O)NC2=NCCC2)c1	-3%	11%	-2%	-0.1%	-14%
4	Cn1c(CSc2nc3ccccc3s2)nnc1SCC(=O)NCCN1CCOCC1	3%	-10%	1%	-0.8%	-8%
5	C/C(=N\NC(=O)CC#N)c1ccc(Oc2ccccc2)cc1	6%	7%	20%	1.3%	-8%
6	COc1ccc(S(=O)(=O)N2CCN=C2SCc2cccnc2)cc1	7%	0%	6%	0.9%	-4%
7	CN1C(=O)C(Cl)(Cl)C(=O)c2ccccc21	4%	68%*	12%	0.1%	2%
8	CCOC(=O)c1ccc(-n2c(C)ccc2C)cc1	7%	-3%	-3%	-0.3%	2%
9	O=C(NCc1ccco1)c1ccc(Cl)c(S(=O)(=O)N2CCOCC2)c1	0%	-11%	3%	0.4%	7%
10	COc1ccc2oc(=O)c(-c3nnc(NCc4ccco4)s3)cc2c1	12%	6%	-6%	0.0%	14%

nr	M17LAP inhibition	Yfh1-depleted yeast	XIAP antagonists	ER stress rescue
1	8.7µM*	i	-7.4%	0.2%
2	0%	·	-0.5%	-0.5%
3	11%	i	6.8%	-0.7%
4	10%	i	-23%	6.0%
5	-1%	i	-3.9%	-1.4%
6	13%	i	-6.1%	1.8%
7	-7%	i	-8.3%	16%
8	-3%	i	-3.2%	-5.1%
9	2%	i	-5.6%	-3.9%
10	11%	i	-2.9%	-0.6%

(further entries)
nr	SMILES	M1AAP inhibition	human PMI inhibitors	SIAH1 antagonists	West Nile antiviral	PhoP inhibition
11	CCOC(=O)CCc1cccc2c1CCC2=O	0%	10%	-1%	0.0%	-6%
12	Cc1ccccc1C(=O)NNC(=O)/C=C/c1ccccc1	0%	-1%	-2%	0.4%	-3%
13	O=c1cc(CN2CCN(C/C=C/c3ccccc3)CC2)c2cc(O)ccc2o1	11%	-1%	-1%	-1.2%	19%
14	CCOC(=O)c1[nH]c(C)c(CN(CCc2ccc(OC)c(OC)c2)C(=O)CCCC(=O)O)c1C	8%	3%	-3%	-0.4%	-2%
15	O=c1oc2ccccc2cc1-c1csc(NN=C2CCCCC2)n1	12%	-42%	-4%	-0.3%	-13%
16	N/C(=N\S(=O)(=O)c1cccs1)c1ccccc1	0%	-1%	-2%	0.3%	0%
17	Cc1ccc(N/C=C/C(=O)c2cccs2)cc1C	3%	19%	-5%	0.2%	1%
18	CCN(CC)S(=O)(=O)c1ccc(N2CCOCC2)c(NC(=O)CNCCc2ccccc2)c1	-1%	·	6%	0.1%	5%
19	Cc1cccn2c(CN3CCSCC3)c(C(=O)N3CCOCC3)nc12	3%	13%	8%	-0.3%	-12%
20	Cn1cccc1CC(=O)N/N=C\c1ccccc1	11%	0%	5%	0.4%	-4%

nr	M17LAP inhibition	Yfh1-depleted yeast	XIAP antagonists	ER stress rescue
11	1%	i	-3.4%	6.9%
12	3%	i	-6.5%	-0.8%
13	-2%	i	-7.7%	-2.4%
14	20%	i	-4.5%	0.4%
15	-1%	i	-3.4%	-6.0%
16	-14%	i	-4.6%	3.0%
17	-3%	i	-6.7%	-3.2%
18	2%	i	·	·
19	0%	i	-3.9%	0.0%
20	21%	i	-5.0%	-0.6%

Complete entries, looked up by structure. Order of screens: M1AAP inhibition	human PMI inhibitors	SIAH1 antagonists	West Nile antiviral	PhoP inhibition	M17LAP inhibition	Yfh1-depleted yeast	XIAP antagonists	ER stress rescue
Shown for CCN(CC)S(=O)(=O)c1ccc(N2CCOCC2)c(NC(=O)CNCCc2ccccc2)c1 : -1%	·	6%	0.1%	5%	2%	i	·	·
Shown for Cc1ccccc1C(=O)NNC(=O)/C=C/c1ccccc1 : 0%	-1%	-2%	0.4%	-3%	3%	i	-6.5%	-0.8%

The results go on:
nr	SMILES	M1AAP inhibition	human PMI inhibitors	SIAH1 antagonists	West Nile antiviral	PhoP inhibition
21	CC1=C(C#N)C(NC(=O)C2CCCCC2)(C(F)(F)F)C(=O)N1 (stereo unspecified)	1%	-4%	6%	0.1%	-2%
22	Cc1ccc(-n2nnnc2SCC(=O)Nc2ncc(Cc3ccccc3Cl)s2)cc1	-9%	8%	-2%	-0.3%	34%
23	O=C(COc1ccc(Cl)cc1)Nc1ccccc1N1CCOCC1	2%	-2%	4%	0.0%	10%
24	Cn1c(SCc2ccccc2F)nnc1-c1ccccn1	1%	9%	-1%	0.7%	4%
25	CCCCCCCCNC1=CC(=O)CC(C)(C)C1	-2%	·	-1%	-0.5%	4%
26	COc1ccc(C(=O)NCC(c2cccnc2)N2CCN(c3ccccc3OC)CC2)cc1OC (stereo unspecified)	-4%	7%	2%	·	-5%
27	O=C(c1c[nH]c2ccccc2c1=O)N1CCCCCC1	-3%	-4%	0%	0.1%	-1%
28	O=C(c1ccco1)N1CCN(c2cc(N3CCOCC3)c(F)cc2[N+](=O)[O-])CC1	8%	0%	6%	-0.8%	-1%
29	CN1/C(=C\C(=O)Nc2ccc(Br)cc2)C(C)(C)c2ccccc21	7%	6%	5%	-1.5%	-7%
30	CCOC(=O)N1CCC(=NNc2ccnc3cc(Cl)ccc23)CC1	1%	-47%	1%	-2.2%	2%

nr	M17LAP inhibition	Yfh1-depleted yeast	XIAP antagonists	ER stress rescue
21	-6%	i	-4.5%	-1.1%
22	-8%	i	5.4%	6.1%
23	5%	i	-6.1%	0.8%
24	-2%	i	-6.6%	-1.2%
25	1%	i	·	·
26	1%	·	-10%	2.6%
27	9%	i	-2.9%	0.1%
28	8%	i	-3.5%	-1.3%
29	8%	i	-6.3%	1.3%
30	13%	i	-5.1%	1.6%

(further entries)
nr	SMILES	M1AAP inhibition	human PMI inhibitors	SIAH1 antagonists	West Nile antiviral	PhoP inhibition
31	O=C(CN1CCN(c2ccc(F)cc2)CC1)OCc1ccccc1	4%	-4%	1%	-0.3%	-6%
32	COC(=O)CCC(=O)Nc1ccc(OC)cc1	-2%	8%	2%	0.3%	37%
33	Nc1nncn1C(=O)c1cccs1	-1%	5%	-3%	1.1%	17%
34	CS(=O)(=O)N(CC(=O)Nc1ccc(F)c(F)c1)c1cccc([N+](=O)[O-])c1	0%	2%	-1%	1.0%	9%
35	CCC(C(=O)N1CCc2cc(OC)c(OC)cc2C1)c1ccccc1 (stereo unspecified)	9%	11%	0%	0.3%	9%
36	OC(CN1CCCCC1)Cn1c(C(F)(F)F)nc2ccccc21 (stereo unspecified)	1%	12%	1%	1.3%	5%
37	Cc1ccccc1/C=N/Nc1nc2ccccc2[nH]1	-10%	-35%	-6%	-0.3%	-7%
38	COc1ccc2nc(SCC(=O)Nc3ccc(S(=O)(=O)Nc4onc(C)c4C)cc3)[nH]c2c1	12%	-12%	-5%	0.5%	-11%
39	O=C(CSc1ccccc1)Nc1ccc(-c2nc3ccccc3[nH]2)cc1	15%	-10%	10%	0.0%	-11%
40	Cc1cccc(NC(=O)Cn2c([N+](=O)[O-])cnc2C)c1C	-3%	11%	7%	-0.6%	-3%

nr	M17LAP inhibition	Yfh1-depleted yeast	XIAP antagonists	ER stress rescue
31	0%	i	0.6%	-3.2%
32	7%	i	-3.8%	-0.8%
33	8%	i	-6.6%	-0.5%
34	7%	i	1.5%	-0.7%
35	9%	i	-4.3%	·
36	-1%	i	-6.0%	-1.8%
37	0%	i	1.9%	0.0%
38	5%	i	2.0%	-2.5%
39	16%	i	-1.8%	-0.1%
40	4%	i	-9.0%	-0.2%

Next compounds follow:
nr	SMILES	M1AAP inhibition	human PMI inhibitors	SIAH1 antagonists	West Nile antiviral	PhoP inhibition
41	FC(F)(F)C1=CC(c2ccc(Br)cc2)=NCCN1	6%	-6%	0%	0.4%	31%
42	O=S1(=O)C=C(N2CCOCC2)c2ccccc21	5%	7%	2%	-0.1%	1%
43	CCN1C(=O)c2cccc3c(NC(=O)c4ccc(S(=O)(=O)N5CCOCC5)cc4)ccc1c23	9%	-3%	0%	0.3%	-30%
44	CC1=C(C(=O)OCC2CCCO2)C(c2ccc(C)cc2)C2=C(CCCC2=O)N1 (stereo unspecified)	0%	10%	0%	-0.6%	-6%
45	O=C(N/N=C/c1ccc(Br)s1)c1cccnc1	22%	4%	-3%	0.0%	0%
46	C/C(CC(=O)Nc1cccc2c1CCCC2)=N\NC=O	·	-1%	0%	-0.7%	·
47	O=C(CSCc1nc2ccccc2[nH]1)N1CCN(c2cccc(Cl)c2)CC1	7%	13%	-2%	-1.1%	4%
48	CC(=NCc1cccc(Cl)c1)c1nc(-c2ccco2)oc1O	?	-1%	-7%	-1.6%	4%
49	C/C(N)=C(/C#N)C(=O)CSc1n[nH]c(-c2ccccc2Br)n1	1%	-4%	-4%	-0.5%	7%
50	COc1cccc(-c2nn(-c3ccccc3)cc2CO)c1	-2%	-1%	-2%	·	1%

nr	M17LAP inhibition	Yfh1-depleted yeast	XIAP antagonists	ER stress rescue
41	0%	i	1.5%	-0.9%
42	-21%	i	-3.1%	-2.5%
43	-8%	i	-4.9%	-1.0%
44	6%	i	-11%	-1.3%
45	-6%	i	22%	-0.9%
46	·	i	-0.7%	0.1%
47	0%	i	-6.1%	-0.8%
48	5%	i	-8.2%	-2.6%
49	7%	i	-11%	-3.2%
50	11%	·	-4.4%	-1.3%

Other results follow:
nr	SMILES	M1AAP inhibition	human PMI inhibitors	SIAH1 antagonists	West Nile antiviral	PhoP inhibition
51	O=C(NCc1ccccc1)c1ccc2nccnc2c1	5%	0%	1%	-0.3%	2%
52	O=C1CN(c2ccc(Cl)cc2)C2(CCCCC2)S1	-2%	2%	1%	-0.1%	-4%
53	COc1ccc(C(=O)/C=C/c2ccc3c(c2)OCCO3)cc1	6%	·	11%	0.4%	-6%
54	O=C(Nc1ccc(C2=NCCN2)cc1)c1ccc(Cl)c(C(=O)Nc2ccc(C3=NCCN3)cc2)c1	1%	·	5%	-0.4%	-2%
55	Cc1ccc2[nH]c3c(=O)n(N)c(C)nc3c2c1	3%	17%	7%	1.4%	4%

nr	M17LAP inhibition	Yfh1-depleted yeast	XIAP antagonists	ER stress rescue
51	10%	i	-5.1%	-1.1%
52	-11%	i	-3.9%	-2.3%
53	5%	i	·	·
54	4%	i	·	·
55	1%	i	-7.9%	0.8%

Outcome played no part in choosing rows; any-hit rate near 1.6%.
